LYP inhibition – PTPN22 lymphoid phosphatase activity blockers – biochemical, fluorescence intensity, uHTS (AID 1779) | actives 0.054% (n = 290,000) | recombinant LYP phosphatase, fluorescence intensity; higher % means a stronger effect | inhibition, % at 11.5 µM, or IC50 in µM where a hit was titrated;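 also: plate controls were vehicle with enzyme for no effect and no enzyme for full effect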
HEK293 NOD2/NF-kB – inhibition of NOD2-driven NF-kB reporter – cell-based, luminescence, uHTS, HEK293 (AID 1566); HEK293 NOD2/NF-kB luciferase reporter, luminescence; higher % means a stronger effect; inhibition, % at 4 µM, or EC50 in µM where a hit was titrated; actives 0.63% (n = 290,000); also: many of its hits are not listed in these tables
PMI inhibitors – inhibitors of human PMI, primary screen, biochemical, fluorescence intensity, coupled assay (AID 1209); actives 0.42% (n = 190,000); purified PMI enzyme, coupled fluorescence intensity; higher % means a stronger effect; inhibition, % at 20 µM; hits with a dose series show IC50 in µM;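 also: plate controls were DMSO vehicle for no effect and wells lacking substrate for full effect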
TNAP activation fold – stimulation of alkaline phosphatase TNAP activity – biochemical, luminescent, no phosphate acceptor, uHTS, primary screen (AID 1001). activation fold at 20 µM; hits with a dose series show EC50 in µM. actives 0.03% (n = 200,000). purified TNAP, luminescent activation assay, no phosphate acceptor; higher activation fold means a stronger effect; in the data active = activation fold from about 3, or a potency from the dose series; inactive = the rest, 99 in 100 with activation fold below about 1.6; also: many of its hits are not listed in these tables
PMI inhibition – MPI inhibition at elevated mannose 6-phosphate – biochemical, fluorescence intensity, high mannose 6-phosphate, primary screen (AID 1220); recombinant PMI enzyme, coupled fluorescence intensity; higher % means a stronger effect; one-dose inhibition, % at 20 µM; IC50 in µM for titrated hits; actives 0.66% (n = 190,000)
KOR beta-arrestin-1 – KOR antagonists, beta-arrestin recruitment, cell-based, luminescence, uHTS (AID 1778); KOR beta-arrestin recruitment, luminescence, antagonist mode; higher % means a stronger effect; one-dose inhibition, % at 10 µM; IC50 in µM for titrated hits; actives 0.091% (n = 290,000); also: strong numbers were not always called active
KOR beta-arrestin-2 – KOR agonists, beta-arrestin recruitment, primary screen, cell-based, luminescence, uHTS (AID 1777). KOR beta-arrestin recruitment, luminescence; higher % means a stronger effect. one-dose activation, % at 10 µM; EC50 in µM for titrated hits. actives 0.02% (n = 280,000); in the data active = activation above about 50%, passing the limit was not always enough; also: a part of the inactive calls stands beside numbers as strong as those of hits
XIAP antagonists – small molecules displacing peptide from XIAP – biochemical, IAP family, fluorescence polarization (AID 1018); XIAP BIR domain, fluorescence polarization peptide displacement; higher % means a stronger effect; displacement, % at 20 µM; hits with a dose series show IC50 in µM; actives 0.007% (n = 200,000); in the data active = displacement above about 50%; also: a part of the inactive calls stands beside numbers as strong as those of hits
NOD1 inhibition – inhibition of NOD1-driven NF-kB reporter – cell-based, luminescence, uHTS, primary screen (AID 1578); actives 1% (n = 290,000); NOD1-driven NF-kB luciferase reporter cells, luminescence; higher % means a stronger effect; inhibition, % at 4 µM; hits with a dose series show EC50 in µM; in the data active = inhibition mostly above about 36%, no sharp cut-off; inactive = mostly below about 34%;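 also: HEK-293T reporter cells stimulated with the NOD1 agonist gamma-tri-DAP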
* marks the source's active call; other numbers are inactive results; · = no result given; [ ] = dose if it differs, or a comment. Rule as the data show it, unless noted: active = inhibition above about 50%; inactive = the rest. The list is partial. The share of hits here may be higher or lower than overall.

SMILES	LYP inhibition	HEK293 NOD2/NF-kB	PMI inhibitors	TNAP activation fold	PMI inhibition	KOR beta-arrestin-1	KOR beta-arrestin-2	XIAP antagonists	NOD1 inhibition
CCOC(=O)CN(Cc1sccc1C)C(=O)Nc1ccc(OC)cc1OC	2%	-12%	-4%	1.1	5%	14%	0.8%	2.1%	-27%
COc1ccc(-n2c(Cc3cccn3C)nnc2SCC(=O)Nc2ccccc2OC)cc1	2%	11%	15%	1.1	16%	-2%	-1.6%	-1.4%	55%
CCn1c(=O)cc(N2CCCCC2)[nH]c1=O	-4%	4%	-2%	1.2	6%	6%	4.5%	1.5%	11%
Cc1cc(C)nc(NC(=O)/C=C/c2cccs2)c1	-9%	-41%	-5%	1	3%	-8%	1.5%	-3.6%	-44%
COc1ccc(CCN(C)C(=O)c2ccc(S(=O)(=O)NCc3ccco3)cc2)cc1OC	-7%	10%	1%	1.1	0%	1%	8.9%	-4.5%	18%
O=C(CCCn1c(SCC(=O)c2ccccc2)nc2ccccc2c1=O)NCC1CCCO1 (stereo not given)	0%	0%	-1%	1	-18%	-4%	3.8%	-4.8%	-2%
CCOc1ccc(CNn2nnnc2N)cc1	-4%	8%	-2%	1.2	-1%	9%	-5.3%	-2.4%	-12%
CCOc1ccc(C(=O)Nc2cccc([N+](=O)[O-])c2)cc1Br	-7%	-16%	6%	0.9	-4%	-39%	14%	-7.1%	-7%
CCOc1ccc(N2C(=O)C3CCCN3C2=O)cc1 (stereo not given)	3%	-14%	8%	1.1	5%	-7%	0.6%	1.1%	-33%
CC(C)OC(=O)/C(C#N)=C/c1c[nH]c2ccccc12	-1%	12%	20%	1.1	11%	-12%	-4.2%	-0.7%	-24%
Oc1ccccc1/C=N/NC(=S)NC1CC2CC1C1C=CCC21 (stereo not given)	2%	-39%	·	·	·	5%	-3.7%	·	-14%
CCOC(=O)c1cncc(C#CCOC(=O)Nc2ccc(OC(F)(F)F)cc2)c1	-10%	-8%	·	·	·	-12%	0.7%	·	0%
Cc1c(Cl)cccc1NC(=S)N1CCCN(Cc2ccc(F)cc2)C1	0%	-8%	-5%	1	-1%	-8%	8.9%	-3.1%	-13%
COc1ccc2o/c(=N/NC(=O)c3cccs3)c(C(N)=O)cc2c1	1%	-112%	2%	0.8	18%	-5%	-6.1%	-10%	-5%
CN(C)CCNc1oc(COc2ccc(-c3ccccc3)cc2)nc1C#N	-12%	10%	5%	1.1	3%	-12%	20%	-7.9%	-6%
CC(=O)c1sc2nc(CSc3nnnn3-c3ccccc3)[nH]c(=O)c2c1C	4%	16%	-49%	1	-48%	-24%	-6.4%	-7.6%	-14%
Cc1cc(N2CCN(C(=O)c3ccco3)CC2)c2ccccc2n1	-2%	17%	·	·	·	35%	1.4%	·	2%
CC1=CCC(COC(=O)Nc2ccccc2)CC1 (stereo not given)	-7%	-85%	17%	1	16%	19%	4.0%	-22%	-5%
O=C(O)C(Cc1ccccc1)n1c(=S)[nH]c2ccccc2c1=O (stereo not given)	-3%	6%	2%	1.1	2%	-20%	-3.0%	-5.8%	-20%
O=C(c1ccc(Br)o1)N1CCN(CCc2ccncc2)CC1	-4%	-4%	·	·	·	-1%	11%	·	2%
CCCCC(O)(c1ccc(CC)cc1)C(CN1CCOCC1)c1ccccc1 (stereo not given)	-4%	12%	·	·	·	8%	-5.0%	·	3%
O=C(NCc1ccc(Cl)cc1)N1CCN(Cc2ccccc2)CC1	-8%	16%	·	·	·	-7%	5.4%	·	5%
NC(=O)Cn1nc([N+](=O)[O-])nc1Oc1ccc(Br)cc1	-5%	11%	5%	1.2	14%	-14%	-2.6%	-3.4%	-39%
CCOC(=O)C1=C(C)N(c2ccc(OCC)cc2)C(=O)/C1=C\c1ccco1	9%	0%	-18%	0.9	-18%	18%	6.3%	-1.9%	-34%
C/C=C(\C)CN1CCC(n2nccc2NC(=O)c2ccc3c(c2)OCO3)CC1	-7%	-4%	·	·	·	-6%	7.2%	·	-25%
COCC(=O)N(Cc1cc2ccc(C)cc2[nH]c1=O)c1cccc(C)c1	-1%	11%	·	·	·	4%	-3.3%	·	-9%
S=C(NC1CCCCC1)N1CCOCC1	0%	22%	·	·	·	18%	-3.1%	·	1%
COC(=O)CCC(NC(=O)c1cc(-c2ccc3c(c2)OCCO3)oc1C)C(=O)OC (stereo not given)	-3%	-1%	-2%	1.2	-6%	10%	-4.8%	-2.5%	-35%
Cn1c2ccccc2n2c(=O)c(=O)n(CC(=O)c3ccc(Cl)cc3)nc12	0%	10%	-5%	1.1	-6%	25%	-2.0%	-4.8%	-20%
CCC(=O)N1c2ccc(S(=O)(=O)CCC(=O)NCc3ccc4c(c3)OCO4)cc2CC1C (stereo not given)	-6%	2%	3%	1.1	0%	-16%	2.8%	1.2%	2%
O=C(Nc1ccc(S(=O)(=O)Nc2ncccn2)cc1)c1cccc(S(=O)(=O)N2CCOCC2)c1	-7%	20%	·	·	·	17%	-0.3%	·	1%
CN(C(=O)c1cc2nc(-c3ccco3)cc(C(F)(F)F)n2n1)C1CCCCC1	-4%	-1%	4%	1.1	-9%	-16%	2.5%	-3.7%	3%
Cc1cc(N2CCCC2=O)ccc1S(=O)(=O)NCCOc1ccccc1	-7%	2%	9%	1.1	2%	-26%[20 µM]	·	-0.8%	-26%
COc1ccc(C2C(C(=O)/C=C/c3ccco3)=C(O)C(=O)N2CCN2CCOCC2)cc1OC (stereo not given)	-4%	14%	-11%	1	41%	-5%	-0.2%	0.3%	-25%
NC(=O)CN1CCN(c2ccccc2F)CC1	-2%	8%	5%	1.1	2%	-2%	2.1%	-5.9%	-28%
COc1ccc(OCc2ccc(C(=O)N3CCOCC3)cc2)cc1	-5%	-2%	1%	1.1	-1%	-23%	-1.3%	-1.3%	-25%
CCCCCN(C(=O)CCC(=O)OCc1ccccc1Cl)c1c(N)n(CCCC)c(=O)[nH]c1=O	-9%	17%	·	·	·	-4%	11%	·	0%
CNC(=O)COC(=O)/C=C/c1cccs1	-4%	0%	-6%	1.1	0%	-3%	-0.4%	-5.3%	-45%
Cc1cccc(N2C(=O)SC(N(CC(=O)O)c3cccc(C)c3)C2=O)c1 (stereo not given)	-6%	0%	-5%	1.5	-3%	-4%	-0.3%	-2.9%	9%
CC(Sc1ccccc1)C(=O)NN=C1CCCCCC1 (stereo not given)	-8%	-9%	-6%	1.1	-6%	-34%	-0.2%	-3.9%	-14%

Random excerpt: three entries already listed
SMILES	LYP inhibition	HEK293 NOD2/NF-kB	PMI inhibitors	TNAP activation fold	PMI inhibition	KOR beta-arrestin-1	KOR beta-arrestin-2	XIAP antagonists	NOD1 inhibition
CCCCCN(C(=O)CCC(=O)OCc1ccccc1Cl)c1c(N)n(CCCC)c(=O)[nH]c1=O	-9%	17%	·	·	·	-4%	11%	·	0%
Cc1cccc(N2C(=O)SC(N(CC(=O)O)c3cccc(C)c3)C2=O)c1 (stereo not given)	-6%	0%	-5%	1.5	-3%	-4%	-0.3%	-2.9%	9%
O=C(Nc1ccc(S(=O)(=O)Nc2ncccn2)cc1)c1cccc(S(=O)(=O)N2CCOCC2)c1	-7%	20%	·	·	·	17%	-0.3%	·	1%

More compounds.
SMILES	LYP inhibition	HEK293 NOD2/NF-kB	PMI inhibitors	TNAP activation fold	PMI inhibition	KOR beta-arrestin-1	KOR beta-arrestin-2	XIAP antagonists	NOD1 inhibition
Cc1ccc(CNC(=O)c2ccc3c(=O)n(CCCN4CCCC4=O)c(=S)[nH]c3c2)cc1	-9%	11%	-2%	1.1	-2%	2%	3.8%	-7.8%	6%
Nc1ccccc1Oc1ncc(C(F)(F)F)cc1Cl	-2%	7%	4%	1.1	8%	0%	1.2%	-2.9%	12%
Nc1nc2ccccc2n1CCOc1ccc(Br)cc1	-12%	2%	·	·	·	-8%	0.5%	·	-21%
CCCN1C(=O)/C(=C/c2c(N3CCNC(=O)C3CC(=O)OC)nc3c(C)cccn3c2=O)SC1=S (stereo not given)	4%	30%	·	·	·	-19%	0.9%	·	7%
O=C(O)CCc1ccc(-c2cccs2)n1CCC(=O)O	-3%	-5%	-2%	1	-1%	-34%	-0.2%	-7.3%	6%
Cc1c(C)c2c(OCC(=O)N3CCC(O)CC3)cc3c(c2oc1=O)CCC(C)(C)O3	-22%	16%	·	·	·	4%[20 µM]	·	·	9%
Cc1nc2ccccc2[nH]c1=O	-4%	-5%	·	·	·	26%	4.0%	·	-3%
CSc1ccc(C(=O)C2CCCN(C(=O)c3ccsc3)C2)cc1 (stereo not given)	2%	3%	7%	1	5%	-24%[20 µM]	·	3.4%	35%
Cc1ccc(C2C(C(=O)c3sc(C)nc3C)=C(O)C(=O)N2CCCN(C)C)o1 (stereo not given)	0%	-2%	-7%	1.1	-3%	-17%	0.0%	-2.3%	3%
CCOc1ccc2nc(C(C)O)[nH]c2c1 (stereo not given)	-4%	-10%	6%	1.1	4%	21%	-5.8%	-3.3%	-14%
COc1ccc(-c2oc3ccccc3c2C(=O)OCc2ccccc2OC)cc1	-18%	3%	·	·	·	-17%[20 µM]	-0.5%	·	-8%
CCn1c(SCC(=O)OCC(=O)N2c3ccccc3NC(=O)C2(C)C)nnc1-c1ccco1	-11%	6%	0%	1	-4%	19%	-2.3%	0.9%	4%
COc1cc(-c2nnc(NC(=O)c3ccc(S(=O)(=O)N4CCOCC4)cc3)o2)cc(OC)c1OC	7%	10%	-26%	1.1	-29%	14%	1.0%	-4.3%	-35%
O=c1cc(-c2ccc(Cl)cc2)oc(=O)[nH]1	-5%	-8%	·	·	·	-7%	12%	·	-13%
O=c1c2ccccc2n(Cc2ccc(F)cc2)c(=O)n1C1CCCC1	0%	0%	12%	1.1	10%	-3%	-2.5%	-3.4%	-4%
Cc1cc(O)c(-c2n[nH]c3c2C(c2cccc(O)c2)N(Cc2cccnc2)C3=O)cc1Cl (stereo not given)	0%	17%	6%	1.1	2%	5%	3.1%	-6.1%	-10%
O=C1CCCCC1S(=O)(=O)c1ccccc1 (stereo not given)	-2%	-4%	-4%	1.1	-2%	10%	3.2%	-5.3%	-43%
CCOc1ccc(Nc2ncnc3c2nnn3Cc2ccccc2)cc1	-14%	-4%	·	·	·	-27%[20 µM]	-1.4%	·	-11%
OCCN=C1CCCc2c1[nH]c1ccc(Cl)cc21	0%	2%	·	·	·	-13%	4.4%	·	3%
Cc1nn(C)c(C)c1S(=O)(=O)N1CCC(C(=O)NCCC2=CCCCC2)CC1	-5%	-6%	-11%	1	-8%	2%	-2.9%	-0.5%	-15%
COc1ccc(-c2nn(-c3ccccc3)cc2/C=N/n2cnnc2)cc1OC	-5%	1%	8%	1.1	5%	53%	-0.6%	-2.8%	-32%
CCOc1ccc(-c2csc(N)c2C(=O)OC)cc1	-1%	-6%	40%	1.1	19%	-56%	2.0%	-2.6%	15%
COc1ccc(CNC(=O)C2CCN(S(=O)(=O)c3ccc4c(c3)CC(C)N4C(=O)C3CC3)CC2)cc1 (stereo not given)	-7%	14%	·	·	·	-6%	-0.7%	·	3%
O/N=C/c1cn(-c2ccccc2)nc1-c1ccc2c(c1)OCCO2	-3%	3%	9%	1.1	5%	-12%	3.5%	0.1%	·

Screening results from PubChem.
